PG9 Ab binder = small molecules binding HIV-1 gp120 antibody PG9. actives 0.43% (n = 360,000). AID 624416. inhibition, % at 6.7 µM. TR-FRET gp120-PG9 antibody binding; in the data active = inhibition above about 8.5%
GAA850 FXN act = activators of GAA850 frataxin (FXN) promoter; HEK293 lucGAA850 FXN promoter luciferase reporter, 24 h; percent of 10 µM SAHA response; activation, % at 6 µM; actives 0.56% (n = 360,000); AID 540364;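 active = activation above the average of all compounds screened plus 3 SD, cutoff fixed separately per campaign, cut at about 7.5% in these data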;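 note: 0% = DMSO wells and 100% = 10 µM SAHA wells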
ADAM10 inh = ADAM10 inhibition, QFRET primary screen; inhibition, % at 7 µM; actives 0.62% (n = 370,000); O14672; recombinant ADAM10, EDANS/DABCYL FRET peptide cleavage, 3 h;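 active = inhibition above a per-campaign cutoff equal to the mean of compounds falling between control-based bounds plus 3 SD, cut at about 20% in these data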;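 note: 0% = DMSO wells while the 100% control is not disclosed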
Target sequence (O14672 214-748 limits assumed): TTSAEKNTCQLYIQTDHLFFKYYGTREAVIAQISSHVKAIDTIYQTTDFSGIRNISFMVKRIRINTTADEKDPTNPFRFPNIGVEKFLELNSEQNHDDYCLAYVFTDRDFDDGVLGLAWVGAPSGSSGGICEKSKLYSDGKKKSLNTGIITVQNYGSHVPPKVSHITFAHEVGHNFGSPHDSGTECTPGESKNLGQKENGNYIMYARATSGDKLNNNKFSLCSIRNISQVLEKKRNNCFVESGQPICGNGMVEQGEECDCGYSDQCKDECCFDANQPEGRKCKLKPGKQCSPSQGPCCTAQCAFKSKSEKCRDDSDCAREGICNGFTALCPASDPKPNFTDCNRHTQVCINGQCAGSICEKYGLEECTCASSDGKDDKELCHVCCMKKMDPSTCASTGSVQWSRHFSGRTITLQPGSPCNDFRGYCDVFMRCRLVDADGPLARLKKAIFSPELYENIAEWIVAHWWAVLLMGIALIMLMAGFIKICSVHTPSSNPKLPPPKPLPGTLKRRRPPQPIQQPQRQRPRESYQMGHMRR
DAX1 inh-1 = inhibits human nuclear receptor DAX1; P51843; HEK293 Gal4-DAX1 luciferase reporter, luminescence; inhibition, % at 6.75 µM; actives 0.99% (n = 340,000); AID 504766;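 active = inhibition above the mean over all tested compounds plus 3 SD, cut at about 4.2% in these data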;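 note: 0% = DAX1-transfected cells with DMSO and 100% = empty-vector control cells with DMSO; inhibition shows as a rise in luminescence from relieved DAX1 repression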
Target sequence (P51843 207-470 limits assumed): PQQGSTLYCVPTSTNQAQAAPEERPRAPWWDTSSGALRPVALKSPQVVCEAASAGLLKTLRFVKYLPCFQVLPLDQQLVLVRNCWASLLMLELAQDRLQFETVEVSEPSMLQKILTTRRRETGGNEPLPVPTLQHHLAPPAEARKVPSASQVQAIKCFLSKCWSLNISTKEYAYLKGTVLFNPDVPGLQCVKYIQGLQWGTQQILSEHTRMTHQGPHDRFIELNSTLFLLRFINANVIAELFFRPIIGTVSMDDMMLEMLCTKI
DAX1 inh-2 = blocks DAX1 repression of SF-1 activated StAR promoter; HEK293T StAR-luciferase reporter, SF-1/DAX-1 repression relief; inhibition, % at 6.8 µM; actives 1.1% (n = 370,000); AID 652010;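 active = inhibition above the mean over all tested compounds plus 3 SD, cut at about 3.6% in these data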;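 note: 0% = DAX-1 cells with DMSO and 100% = cells lacking DAX-1 with DMSO; higher inhibition means more luminescence from relief of DAX-1 repression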
SMARCA2 activ = activators of SMARCA2 function | MG213 cells, MMTV-luciferase reporter, dexamethasone, overnight | activation, % at 9.1 µM | actives 1% (n = 370,000) | AID 652017; in the data active = activation above about 7.8%;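 note: 0% = vehicle wells and 100% = reference activator wells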
hcDAF-12 act = H. contortus DAF-12 activation, primary screen; HEK293 hcDAF-12 lit1-tk-luc reporter, luminescence; 0% DMSO, 100% Δ7-dafachronic acid; activation, % at 6.8 µM; actives 1.4% (n = 370,000);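 active = activation above the mean of all tested compounds plus 3 SD, cut at about 5.5% in these data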;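 note: 100% = response to 3 µM Δ7-dafachronic acid high control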
hgDAF12 agonist = activates the H. glycines DAF-12 receptor ligand-binding domain; HEK293 GAL4-hgDAF12 UAS-luciferase reporter, agonist luminescence; normalized to butyrate control; actives 1.8% (n = 370,000); AID 687014; activation, % at 6.8 µM;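 active = activation above a cutoff set at the mean of all screened compounds plus 3 SD, cut at about 10% in these data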;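 note: 0% = DMSO wells and 100% = sodium butyrate wells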
ADAM17 inh = inhibitors of human ADAM17; actives 0.83% (n = 370,000); AID 720648; P78536; inhibition, % at 6.95 µM; recombinant ADAM17, EDANS/DABCYL FRET peptide cleavage;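 active = inhibition above the mean of compounds lying between control limits plus 3 SD, set per campaign, cut at about 8.5% in these data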;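 note: 0% = DMSO-only wells as the low control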
NPR1 activator = GC-A (human) enzyme activation; P16066; HEK293 GC-A cells, cGMP TR-FRET, EC30 ANP; 0% at EC30 ANP, 100% saturating ANP; activation, % at 10 µM; actives 0.14% (n = 370,000); AID 1671463; in the data active = activation above about 40%
ssDAF-12 act = activators of S. stercoralis DAF-12 nuclear receptor | HEK293 ssDAF-12/GRIP1 lit1-tk-luc reporter, luminescence; % of 3 µM dafachronic acid response | activation, % at 6.8 µM | actives 1% (n = 370,000);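 active = activation above the mean over all tested compounds plus 3 SD, cut at about 0.9% in these data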;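 note: 0% = DMSO-only wells and 100% = 3 µM delta7-dafachronic acid wells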
Starred values were filed as active, the others as inactive; i = inactive; nt = no result given. This is a subset (hit frequency here may not be typical).

SMILES | PG9 Ab binder | GAA850 FXN act | ADAM10 inh | DAX1 inh-1 | DAX1 inh-2 | SMARCA2 activ | hcDAF-12 act | hgDAF12 agonist | ADAM17 inh | NPR1 activator | ssDAF-12 act
COc1ccc(N2C(=O)NC(=O)/C(=C/c3cccc(OC(=O)c4cccs4)c3)C2=O)cc1Cl | -1.0 | nt | 3 | nt | 0.3 | -1 | 5.8* | 1.2 | 1 | -9 | -0.9
CN1C2CCC1CC(OC(=O)c1cccc(O)c1)C2 (configuration not stated) | 0.3 | 0.8 | -5 | 1.4 | 0.7 | 0 | 0.5 | -0.4 | 1 | 0 | -1.6
COc1ccc(C(=O)C2CCCN(Cc3cccc(C)n3)C2)c(OC)c1 (configuration not stated) | 0.9 | -1.6 | 0 | -0.9 | -0.8 | -3 | -0.8 | -4.7 | -4 | 0 | -1.2
Cc1ccc(-n2c(C)cc(/C=C3/C(=O)NC(=O)N(Cc4ccco4)C3=O)c2C)cc1 | -1.2 | 1.3 | 9 | -0.2 | -0.3 | 2 | -1.4 | 2.5 | -1 | -8 | -1.2
O=C(COc1ccccc1)N1CCN(CCN2C(=O)c3cccc4cccc(c34)C2=O)CC1 | 0.8 | 3.0 | -4 | -0.2 | -0.6 | 3 | -1.7 | 2.5 | -4 | -1 | -0.6
c1ccc2sc(NC3=NCCN3)nc2c1 | -2.8 | 5.2 | -4 | 2.0 | 1.2 | 5 | 9.3* | 6.8 | -1 | 3 | 0.4
CC1N(O)C2CCCCCC2N1O (configuration not stated) | -3.1 | 0.0 | 17 | 1.0 | 0.2 | 0 | 1.7 | 0.8 | 3 | 2 | -0.4
O=c1cc(C(F)(F)F)c2cc3c4c(c2o1)CCCN4CCC3 | 1.9 | -0.3 | -35 | 0.1 | 0.2 | -1 | -0.3 | -0.5 | -15 | 7 | -0.8
CCC1([N+](=O)[O-])COP(N)(=O)OC1 (configuration not stated) | 1.4 | 0.2 | -16 | 0.4 | 2.6 | -4 | 2.1 | 0.2 | 0 | 2 | -1.0
COc1ccc(N2C(=O)/C(=C/c3ccco3)C(=O)NC2=S)cc1 | 0.6 | 2.0 | 11 | -0.1 | -0.3 | -4 | 1.8 | -1.4 | 6 | -15 | 0.1
CN1CCC(n2nccc2N)CC1 | -0.4 | -1.5 | -3 | 0.9 | -0.6 | 0 | -0.2 | -0.6 | -2 | 2 | -1.4
N/C(=N\[N+](=O)[O-])NCCCC(NC(=O)CNC(=O)c1ccccc1)C(=O)O (configuration not stated) | -0.3 | 1.0 | 5 | 0.4 | 0.1 | -4 | 0.2 | -0.2 | 0 | -2 | 0.3
COc1ccccc1/C=N/N=C(/N)N[N+](=O)[O-] | -2.8 | 3.5 | 0 | -0.2 | -0.3 | 5 | -0.5 | 16* | -1 | -4 | -1.6
Cc1ccc(N/N=C/c2c(O)n(-c3ccccc3)c(=O)[nH]c2=O)cc1 | -2.6 | 2.6 | -8 | -3.1 | -0.9 | 1 | 0.5 | -1.1 | -2 | 1 | -1.9
O=C(c1ccc(Cl)cc1)C1CCCN(Cc2cccc3cccnc23)C1 (configuration not stated) | 0.0 | -1.4 | 0 | 1.7 | -0.3 | 0 | -1.0 | 1.5 | 0 | -11 | -1.4
CC(=O)N1Cc2cnnn2-c2ccccc2C1(C)C#N (configuration not stated) | -0.9 | -1.7 | -3 | 0.2 | -0.4 | -2 | 0.0 | 0.5 | -3 | 1 | -0.8
CCN(CC)P(=O)(Oc1ccccc1)Oc1ccccc1 | -0.8 | -1.8 | 0 | 2.4 | 0.3 | -1 | -0.1 | 2.0 | -2 | -7 | -1.2
CCCCOP(=O)(CN1CCOCC1)OCCCC | -0.1 | -1.1 | 12 | 1.9 | 0.8 | 0 | -1.4 | 2.6 | 0 | 0 | -1.4
CC(C)NS(=O)(=O)c1ccc(OCC(=O)N2CCN(C)CC2)cc1 | -0.4 | -0.4 | -1 | 4.4* | -0.2 | 0 | -0.5 | 5.8 | -2 | 2 | -0.9
O=C1C(Br)C2CCC1C2C(=O)O (configuration not stated) | 1.1 | 0.8 | -12 | 1.8 | 0.4 | 2 | 1.8 | 0.7 | 3 | -2 | -0.8
CCN1CCN(Cc2cc3c(cc2[N+](=O)[O-])OCO3)CC1 | -2.1 | 1.6 | -12 | 0.7 | -0.5 | 1 | 1.2 | 2.6 | -6 | 5 | -1.1
CN1C[C@H](CO)C=C2c3cccc4[nH]cc(c34)C[C@H]21 | -2.0 | 0.7 | i | 2.5 | -0.9 | 6 | 0.3 | -0.3 | -209 | -3 | -1.0
O=C1Nc2ccc(Br)cc2C(c2ccccc2)=NC1O (configuration not stated) | 0.6 | 2.0 | -4 | 0.2 | 0.0 | -2 | -1.9 | 0.3 | -2 | -3 | -1.1
CCOC(=O)C1(CCOc2ccccc2)CCN(Cc2cccc(O)c2)CC1 | -2.7 | -3.7 | 8 | 0.2 | -0.3 | 0 | -0.4 | 2.0 | 2 | -10 | -1.2
CC(C)COP(=O)(OCC(C)C)C(O)c1cccnc1 (configuration not stated) | 0.4 | 0.8 | 2 | 1.2 | -0.3 | 1 | -1.9 | 0.3 | -2 | -2 | -1.6
COCCOC(=O)C1=C(N)Oc2c(c(=O)oc3ccccc23)C1c1ccncc1 (configuration not stated) | 0.4 | 3.6 | -10 | -0.6 | 0.7 | -2 | -0.9 | 1.1 | -5 | 14 | -1.4
C[C@]12CCC3C(CC[C@H]4C[C@H](O)CC[C@]34C)C1CCC2=O (some centres not stated) | -1.9 | 1.5 | 6 | 1.6 | -0.2 | 3 | 0.9 | -2.4 | -1 | 1 | -1.2
Cn1cccc1/C=C1\C(=O)NC(=O)N(Cc2ccccc2)C1=O | -0.3 | 8.0* | -4 | 0.1 | 0.7 | 0 | -1.6 | 1.4 | -7 | 3 | -2.1
CCC(C)C1NC(=O)C2CCCN2C(=O)C(CC(C)C)OC(=O)CCNC(=O)C(C)N(C)C(=O)C(C(C)C)N(C)C1=O (configuration not stated) | -1.1 | 2.1 | 12 | 0.0 | 3.7* | 7 | -2.1 | -8.8 | -2 | 3 | -1.4
C=C1C(=O)O[C@@H]2C[C@@H](C)[C@@H]3C4OC4C(=O)[C@@]3(C)[C@@H](O)[C@H]12 (some centres not stated) | 1.0 | -14 | 0 | -6.0 | -2.9 | -9 | -2.6 | -5.8 | 1 | 5 | -2.1
CCOC(=O)CC[C@@H]1CC[C@]2(CCCN(Cc3ccccn3)C2)O1 | nt | nt | -4 | nt | 0.4 | -2 | 0.1 | -0.8 | -3 | 0 | -1.5
COc1ccc(CC(=O)Nc2ccc(C#N)c(Cl)c2)cc1S(=O)(=O)N1CCOCC1 | -2.4 | -0.7 | 5 | -0.2 | -3.1 | 0 | -0.1 | -3.5 | 3 | 0 | -1.6
COc1ccc(C2(C#N)CCN(C)CC2)cc1 | -2.6 | -3.1 | 1 | -0.6 | -0.1 | -1 | -0.9 | 3.3 | 0 | 1 | -1.6
CC(=O)O[C@@H]1[C@H]2CC[C@@H]3[C@]1(C[C@@H](OC(C)=O)[C@@]1(O)C([C@@H]4O[C@@H]4C1(C)C)[C@]3(C)O)C[C@@]2(C)O (some centres not stated) | -0.7 | 0.8 | 0 | -0.5 | 0.6 | 1 | 0.8 | 0.0 | 1 | 3 | -0.7
O=C1NC(=O)C(=Cc2coc3ccccc3c2=O)C(=O)N1 | -2.8 | 1.3 | -30 | -0.4 | 0.5 | 1 | 2.1 | -1.1 | -10 | 1 | -1.0
C[C@]12CC[C@H](O)CC1=C([N+](=O)[O-])CC1C2CC[C@@]2(C)C1CC[C@@H]2O (some centres not stated) | 0.7 | 1.6 | 1 | 0.5 | -1.2 | -3 | 0.8 | 5.5 | 2 | -3 | -1.1

Single records (already shown). Order of screens: PG9 Ab binder	GAA850 FXN act	ADAM10 inh	DAX1 inh-1	DAX1 inh-2	SMARCA2 activ	hcDAF-12 act	hgDAF12 agonist	ADAM17 inh	NPR1 activator	ssDAF-12 act
Cn1cccc1/C=C1\C(=O)NC(=O)N(Cc2ccccc2)C1=O is listed as -0.3	8.0*	-4	0.1	0.7	0	-1.6	1.4	-7	3	-2.1
COc1ccc(C2(C#N)CCN(C)CC2)cc1 is listed as -2.6	-3.1	1	-0.6	-0.1	-1	-0.9	3.3	0	1	-1.6
C[C@]12CC[C@H](O)CC1=C([N+](=O)[O-])CC1C2CC[C@@]2(C)C1CC[C@@H]2O (some centres not stated) is listed as 0.7	1.6	1	0.5	-1.2	-3	0.8	5.5	2	-3	-1.1

Carrying on.
SMILES | PG9 Ab binder | GAA850 FXN act | ADAM10 inh | DAX1 inh-1 | DAX1 inh-2 | SMARCA2 activ | hcDAF-12 act | hgDAF12 agonist | ADAM17 inh | NPR1 activator | ssDAF-12 act
Cc1cc(/C=C2\C(=O)NC(=O)N(c3cccc(F)c3)C2=O)c(C)n1-c1ccc(C(=O)O)c(Cl)c1 | 2.1 | -0.1 | -17 | 2.1 | -0.1 | -4 | -0.7 | -0.7 | -3 | -5 | -0.5
O=C(Cc1ccccc1F)N1CCN(CC(=O)N2CCCC2)CC1 | -2.0 | 0.3 | -6 | -0.4 | -0.9 | 0 | -1.2 | 0.0 | -2 | 2 | -1.0
CC12CCC(=O)C=C1CCC1C2CCC2(C)C(O)(C(=O)CO)CCC12O (configuration not stated) | 1.9 | 3.0 | -4 | 1.3 | -1.7 | -1 | 0.1 | -1.8 | -4 | 0 | -0.4
Cn1cccc1/C=C1\C(=O)NC(=O)N(Cc2ccco2)C1=O | -1.3 | 3.6 | -5 | 0.2 | -0.2 | 0 | 0.8 | -1.9 | -2 | 1 | -0.4
COC(=O)C1=C(c2ccc3ccccc3c2)C[C@@H]2CC[C@H]1N2C(=O)NCCCOC(C)C | 1.6 | -2.5 | -6 | 0.9 | -1.1 | -1 | -1.1 | 0.3 | -4 | -2 | -1.4
CC(C)c1ccc(N=Nc2c(O)[nH]c(=O)[nH]c2=O)cc1 | -0.9 | 0.3 | -8 | nt | 0.7 | -1 | -0.1 | 0.5 | -5 | -6 | -1.6
C(#CCN1CCCCC1)COCc1ccccc1 | -2.8 | 1.1 | 2 | 2.0 | 1.5 | 2 | 0.4 | 3.0 | 0 | -4 | -0.6
Cc1ccc2c(c1)C(c1ccccc1)NCC(=O)N2 (configuration not stated) | 1.1 | 1.7 | 6 | -0.3 | -0.6 | 2 | 2.0 | 1.1 | -4 | -1 | -0.7
COc1cc(C2SCC(=O)Nc3c2c(C)nn3-c2ccccc2)cc(OC)c1OC (configuration not stated) | -1.2 | -1.8 | -1 | -0.2 | -0.1 | 0 | -1.3 | 1.0 | -3 | 3 | -1.6
COC(=O)C1=C(c2ccc(F)cc2OCc2ccccc2)C[C@@H]2CC[C@H]1N2C(=O)NCc1cccc(OC)c1 | -0.1 | -5.2 | 17 | -1.1 | -0.3 | 0 | -2.6 | -1.5 | 0 | -3 | -1.7
CCOC(=O)c1c(NC(NC(=O)CF)C(Cl)(Cl)Cl)sc2c1CCCC2 (configuration not stated) | -0.2 | 2.4 | 12 | -0.1 | 0.1 | -3 | -0.4 | 1.2 | 5 | -23 | -2.0
CC(C)(C)C(=O)N1Cc2cc(-c3ccccc3)ccc2-n2nncc2C1 | 5.5 | nt | 2 | nt | -0.6 | -1 | -2.0 | 5.7 | 4 | 10 | -1.4

High-throughput results as filed in PubChem.
